# Pf apPOL inh: Pf-apPOL DNA polymerase inhibition; Recombinant Pf-apPOL, molecular beacon fluorescence, 1.5 h; inhibition, % at 10 µM; 210,000 tested, 0.25% active
# mHTT-CaM PPI inh: disrupts binding of mutant huntingtin to calmodulin; AID 1671202; AlphaScreen His-mHTT/GST-CaM binding, luminescence; inhibition, % at 15 µM; 190,000 tested, 3.6% active;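 further: 0% = both proteins with DMSO and 100% = one protein alone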
# Target sequence (P42858 whole entry, looked up, stated change not applied): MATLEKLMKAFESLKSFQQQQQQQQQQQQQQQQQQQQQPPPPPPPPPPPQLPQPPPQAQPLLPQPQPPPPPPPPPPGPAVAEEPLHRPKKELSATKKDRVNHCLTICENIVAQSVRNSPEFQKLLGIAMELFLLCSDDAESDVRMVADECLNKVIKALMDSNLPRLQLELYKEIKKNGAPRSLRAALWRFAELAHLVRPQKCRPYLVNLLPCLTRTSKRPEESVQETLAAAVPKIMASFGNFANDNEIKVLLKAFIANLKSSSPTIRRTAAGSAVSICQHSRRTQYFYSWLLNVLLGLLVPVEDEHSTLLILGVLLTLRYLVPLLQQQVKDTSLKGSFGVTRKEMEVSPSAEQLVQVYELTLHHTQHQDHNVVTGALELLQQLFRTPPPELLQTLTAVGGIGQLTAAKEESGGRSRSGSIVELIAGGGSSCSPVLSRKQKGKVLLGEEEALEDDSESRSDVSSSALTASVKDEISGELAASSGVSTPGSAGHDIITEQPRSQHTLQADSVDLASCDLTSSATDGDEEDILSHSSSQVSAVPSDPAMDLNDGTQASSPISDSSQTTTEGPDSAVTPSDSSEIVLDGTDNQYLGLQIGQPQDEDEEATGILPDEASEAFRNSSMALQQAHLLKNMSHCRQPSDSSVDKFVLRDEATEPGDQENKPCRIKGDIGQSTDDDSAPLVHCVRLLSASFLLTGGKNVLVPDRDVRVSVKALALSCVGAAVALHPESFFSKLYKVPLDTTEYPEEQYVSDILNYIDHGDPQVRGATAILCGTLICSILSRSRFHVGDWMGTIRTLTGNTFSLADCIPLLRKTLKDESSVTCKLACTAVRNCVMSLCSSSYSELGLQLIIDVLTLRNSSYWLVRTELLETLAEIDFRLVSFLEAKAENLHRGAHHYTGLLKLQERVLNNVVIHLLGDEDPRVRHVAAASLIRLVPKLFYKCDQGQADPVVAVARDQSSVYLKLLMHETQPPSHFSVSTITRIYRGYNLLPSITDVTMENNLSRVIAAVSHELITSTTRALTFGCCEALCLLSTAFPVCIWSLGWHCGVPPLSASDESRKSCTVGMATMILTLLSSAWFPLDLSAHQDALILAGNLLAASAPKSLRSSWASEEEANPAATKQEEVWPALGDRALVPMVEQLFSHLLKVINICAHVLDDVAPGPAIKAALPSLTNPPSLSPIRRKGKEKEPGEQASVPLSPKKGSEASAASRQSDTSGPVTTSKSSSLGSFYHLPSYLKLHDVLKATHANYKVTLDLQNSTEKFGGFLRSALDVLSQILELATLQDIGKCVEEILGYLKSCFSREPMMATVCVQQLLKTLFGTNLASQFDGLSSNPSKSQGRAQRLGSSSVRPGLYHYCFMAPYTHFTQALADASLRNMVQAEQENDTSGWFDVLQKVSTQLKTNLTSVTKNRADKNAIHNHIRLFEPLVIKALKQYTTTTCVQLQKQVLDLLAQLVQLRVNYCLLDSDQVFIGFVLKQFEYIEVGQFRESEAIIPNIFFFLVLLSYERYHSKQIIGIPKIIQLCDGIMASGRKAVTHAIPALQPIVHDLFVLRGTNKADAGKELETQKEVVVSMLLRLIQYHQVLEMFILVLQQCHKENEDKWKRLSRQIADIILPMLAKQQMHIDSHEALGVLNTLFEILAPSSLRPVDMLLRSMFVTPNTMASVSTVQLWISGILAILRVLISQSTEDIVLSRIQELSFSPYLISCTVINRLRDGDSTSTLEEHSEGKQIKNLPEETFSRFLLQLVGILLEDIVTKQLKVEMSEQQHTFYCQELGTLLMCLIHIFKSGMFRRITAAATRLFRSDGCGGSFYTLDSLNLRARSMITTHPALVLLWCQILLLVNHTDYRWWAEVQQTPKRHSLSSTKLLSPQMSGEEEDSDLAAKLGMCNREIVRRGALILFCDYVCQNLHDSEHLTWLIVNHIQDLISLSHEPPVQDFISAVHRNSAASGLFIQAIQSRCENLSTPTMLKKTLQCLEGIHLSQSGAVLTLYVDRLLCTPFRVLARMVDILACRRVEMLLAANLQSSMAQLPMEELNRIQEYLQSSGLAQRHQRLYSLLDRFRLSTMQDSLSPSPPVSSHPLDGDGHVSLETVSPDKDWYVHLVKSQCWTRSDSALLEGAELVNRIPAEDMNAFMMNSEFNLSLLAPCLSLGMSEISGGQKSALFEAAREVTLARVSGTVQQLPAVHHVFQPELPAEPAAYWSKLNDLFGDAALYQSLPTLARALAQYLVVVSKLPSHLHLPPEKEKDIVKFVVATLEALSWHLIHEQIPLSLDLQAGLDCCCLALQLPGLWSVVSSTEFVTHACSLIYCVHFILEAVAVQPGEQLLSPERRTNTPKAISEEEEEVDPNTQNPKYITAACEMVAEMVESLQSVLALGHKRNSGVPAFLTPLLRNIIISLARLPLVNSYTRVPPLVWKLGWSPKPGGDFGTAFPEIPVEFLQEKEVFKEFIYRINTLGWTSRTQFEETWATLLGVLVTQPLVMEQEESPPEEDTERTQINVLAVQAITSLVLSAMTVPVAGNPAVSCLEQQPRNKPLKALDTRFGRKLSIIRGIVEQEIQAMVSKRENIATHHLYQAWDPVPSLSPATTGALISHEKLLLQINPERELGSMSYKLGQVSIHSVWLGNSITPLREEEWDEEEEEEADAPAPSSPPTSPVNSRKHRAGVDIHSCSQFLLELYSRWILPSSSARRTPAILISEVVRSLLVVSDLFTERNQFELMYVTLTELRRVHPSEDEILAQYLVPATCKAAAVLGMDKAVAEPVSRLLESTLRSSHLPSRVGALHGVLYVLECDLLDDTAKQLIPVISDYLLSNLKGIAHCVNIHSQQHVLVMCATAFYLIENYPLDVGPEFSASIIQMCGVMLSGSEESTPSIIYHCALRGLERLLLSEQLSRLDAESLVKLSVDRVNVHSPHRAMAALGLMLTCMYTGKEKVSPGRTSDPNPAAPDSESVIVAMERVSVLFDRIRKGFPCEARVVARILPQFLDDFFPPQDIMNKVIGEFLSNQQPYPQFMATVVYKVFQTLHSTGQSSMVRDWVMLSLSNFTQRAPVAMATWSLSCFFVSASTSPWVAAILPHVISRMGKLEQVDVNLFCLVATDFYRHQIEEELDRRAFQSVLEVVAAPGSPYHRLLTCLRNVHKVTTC
# Active calls of the source: *; i = inactive; / = not tested or not shown; & = joins results of further samples. No stated cut-off is given here; in the data, active means inhibition above about 50%; inactive means the rest.
# Every second line gives: Pf apPOL inh	mHTT-CaM PPI inh
O=C(c1ccn2c(-c3ccc(F)cc3)nnc2c1)N1CCC(N2CCCCC2)CC1
    -6	2
O=C1CC2(CCN(C(=O)Cc3cccs3)CC2)Oc2ccccc21
    7	2
O=C(O)CCc1nc2ccc(O)cc2[nH]1
    1	-5
Cn1nnc2cc(CNC(=O)c3cccnc3)ccc21
    0	-4
CCCCC1C2=C(CCCC2=O)OC2=C1C(=O)CCC2
    1	2
O=C(c1ccccc1[N+](=O)[O-])N1CCN(C/C=C/c2ccccc2)CC1
    -10	15
O=C(NCc1ccccn1)C1CCN(c2nccn3nc(-c4ccccc4)cc23)CC1
    7	23
CCc1cc(N2CCc3ccccc3C2)n2ncnc2n1
    -9	21
Cn1nc(-c2nc(-c3cccc(F)c3)no2)c2c1CCN(C(=O)c1cc(F)ccc1F)C2
    -2	-4
NC(=O)c1ccc(-c2ccccn2)s1
    -10&-4	/
CC1(C)CC(=O)C(C(=N)CC2CC(=O)NC(=O)C2)=C(O)C1
    0	3
COc1ccc(/C=C2/N=C(c3ccco3)OC2=O)cc1
    -5	13
CCC(C(=O)NC1CC(O)C(CO)C1)c1ccccc1 (stereo not given)
    -8	-4
COCCNc1oc2c(c1-c1ccccc1[N+](=O)[O-])c(=O)oc1c(C)cccc12
    -3	19
COc1cc(OC)cc(C2=N/C(=C\c3sccc3C)C(=O)O2)c1
    2	39
O=C1OC(c2cccc(Cl)c2)=N/C1=C\c1cccc(Br)c1
    44	15
Cc1ccn2cc(C(=O)NCCN3CCCCC3C)nc2c1 (stereo not given)
    -4	-4
O=C1OCCC1Sc1nc2sc3c(c2c(=O)[nH]1)CCC3 (stereo not given)
    -23	-9
CSc1nc2ccccc2c(=O)n1Cc1ccc(C)cc1
    -7	-4
O=C(OCc1cc(-c2ccco2)on1)c1c[nH]c2ccccc12
    1	9

# Every second line gives: Pf apPOL inh	mHTT-CaM PPI inh
Cc1ccc(-c2nc3ncccc3o2)cc1NC(=O)COc1cc(C)c(Cl)c(C)c1
    -2	-9
O=C1CC(C(=O)N2CCOCC2)CN1CCc1ccccc1 (stereo not given)
    0	-2
COC(=O)c1ccc(NC(=O)Cn2nc3c(cc2=O)CC(C)CC3)cc1 (stereo not given)
    -1	9
CNC(CN)c1ccccc1 (stereo not given)
    -13	48
OCc1cncn1Cc1ccccc1
    -11	/
COCCn1c(CC2CCN(C(=O)Cc3cccc(C)c3)C2)nc2cccnc21 (stereo not given)
    -2	5
CCCCn1cnc2oc(-c3ccc(OC)cc3)c(-c3ccc(OC)cc3)c2c1=N
    -3	1
Cc1cc2c(c(=O)[nH]1)C(=O)O/C2=C\c1cccs1
    -3	12
CC(C)N1CC=C2C(C#N)=C(N)C(C#N)(C#N)C(c3ccncc3)C2C1 (stereo not given)
    1	0
O=C(Nc1ccc(N2CCOCC2)cc1)c1cccc(Br)c1
    4	-2
C=CCN(C(=O)CSc1nc2[nH]ncc2c(=O)n1-c1ccc(Cl)cc1)c1ccccc1
    -6	40
COC1CCCCC1NS(=O)(=O)c1ccc(Cl)cc1 (stereo not given)
    1	-3
O=C(NCc1ccc(F)cc1)C1CCN(c2cc(C(=O)N3CCCC3)ccn2)CC1
    5	2
O=C(Nc1ccc(F)cc1)N1CCC(CCOc2ccncc2)CC1
    -3	-5
CC(=O)C(=CN=S(C)(=O)c1ccc(Cl)cc1)S(=O)(=O)c1ccc(Cl)cc1 (stereo not given)
    -4	/
O=C(NCc1cccnc1)c1cnc(N2CCN(c3ccccn3)CC2)c2ccccc12
    -6	9
Nc1nc2ccc(C(=O)Nc3ccccc3)cc2s1
    0	5
Cc1cc(C)cc(NC(=O)c2cnn3c2CCCC3)c1
    4	-1
CCOC(=O)C1CCN(c2ncnc3c2cnn3-c2ccccc2)CC1
    -2	-14
Cc1[nH]c2ccccc2c1SCCNC(=O)c1ccc(Cl)c([N+](=O)[O-])c1
    -4	45

# Every second line gives: Pf apPOL inh	mHTT-CaM PPI inh
Cc1cccc(CC(=O)NCC2(O)CCCC2)c1
    -7	-9
CCN1CCN(Cc2c(O)ccc3c2OC(=Cc2cccc(OC)c2OC)C3=O)CC1
    2	7
Cn1cnnc1C1CCCN(C(=O)CCc2ccccc2)C1 (stereo not given)
    1	-8
Cc1nc(Nc2ccc(C)c(F)c2)c2cc(C)sc2n1
    0	6
C=C1CCN([C@@H](C)C(=O)OCc2ccc(C)cc2)S(=O)(=O)c2ccccc21
    2	-36
Cc1ccc(N2C=C(C#N)S(=O)(=O)c3ccc(Cl)cc32)c(C)c1
    -4	-2
CCNc1cc(N2CCCC(CCC(=O)NCc3cccnc3)C2)ncn1 (stereo not given)
    -2	1
O=C(NCC1(CO)CC1)c1cccc2ccccc12
    -7	-10
CCOc1ccc(NC(=O)c2c(NC(=O)CNCCN3CCOCC3)sc3c2CCC3)cc1
    0	81*
COc1cc(NS(=O)(=O)c2cc(Br)cc3c2N(C(C)=O)CC3)cc(OC)c1
    2	15
COc1cc(O)c(CN2CCN(CCO)CC2)c2oc(-c3ccccc3)cc(=O)c12
    -9&6	1&8
NC(=O)c1c(NC(=O)c2ccc(F)cc2)sc2c1CCCCCC2
    -2	1
COc1cc(NC(=O)CN2C(=O)C(c3ccccc3)=NC23CCCC3)cc(OC)c1
    -9	-2
COc1ccc(-n2ncc3c(Nc4ccc(Cl)c(Cl)c4)ncnc32)cc1
    -2	18
O=C(NCN1CCN(CCO)CC1)c1cnccn1
    7	-2
O=C(COc1ccccc1)Nc1ccc(Cl)c(-c2nc3ncccc3o2)c1
    0	42
COc1cscc1C(=O)NC1(O)C(=O)c2ccccc2C1=O
    3	/
COc1cc(OC)c(OC)cc1CNC12CC3CC(CC(C3)C1)C2
    6	-1
CC(=O)c1c(Cl)nc2ccc(Br)cc2c1-c1ccccc1
    3	1
CCOc1cccc(OCCOCCn2ccnc2)c1
    -7	0

# Every second line gives: Pf apPOL inh	mHTT-CaM PPI inh
CC(=O)c1ccc2c3c(cccc13)C(=O)N(c1ccccc1)C2=O
    1	-2
CC(=O)N(Cc1cc(N)ccc1N(C)C)C(C)C
    1	-2
CC(C)(C)C(=O)N1CCCC(COc2ccc(C(=O)NC3CC3)cc2)C1 (stereo not given)
    -4	6
Cc1ccc(-n2c(=O)[nH]c3c(oc4nc(-c5ccccc5)cc(-c5ccccc5)c43)c2=O)cc1
    -4	/
CC(C)c1cc(C2CCCN2C(=O)C2CC2)no1 (stereo not given)
    2	-1
COc1ccc(CCNC(=O)c2nnn(-c3ccccc3OC)c2N)cc1OC
    -5	10
O=C(Nc1nc(-c2cccc([N+](=O)[O-])c2)cs1)c1ccc(S(=O)(=O)N2CCOCC2)cc1
    -6	3
COc1ccc(OC)c2[nH]c(=O)c(CCNC(=O)C3CCCC3)cc12
    1	0
Cc1ccc2c(c1)NC(c1ccc([N+](=O)[O-])cc1)C1CC=CC21 (stereo not given)
    -6	43
Cn1cc(CC(=O)NCc2ccc(F)cc2)c2ccccc21
    -1	1
O=C(NS(=O)(=O)c1ccccc1)c1ccccc1Cl
    9	-2
COc1cc(C(=O)NCC#CCOc2ccc3c(c2)OCO3)cc(OC)c1OC
    -8	23
COC(=O)c1cc(S(=O)(=O)NCc2csc(-c3cccs3)n2)oc1C
    5	/
CC(=O)OCc1ccc(COC(C)=O)c(OC(C)=O)c1OC(C)=O
    3	/
COCCNC(=O)C1CCN(Cc2cc3ccccc3n2Cc2cccc(Cl)c2)CC1
    0	91*
O=C1/C(=C/c2ccccc2F)CC/C1=C\c1ccccc1F
    -5	32
O=C(NN=Cc1ccc(Cl)cc1)c1cc2cc(OC(F)(F)F)ccc2[nH]1
    -2&-6	/
Cc1cccc(C=C2Oc3c(ccc(O)c3CN3CCCC3)C2=O)c1
    -10	0
O=C(COc1ccccc1[N+](=O)[O-])Nc1cc(Cl)c(Cl)cc1Cl
    -13	3
O=C(NCc1ccc(N2CCCCC2)nc1)c1ccc(F)cc1F
    -4	19

# In another format: results already given.
SMILES	Pf apPOL inh	mHTT-CaM PPI inh
COc1ccc(CCNC(=O)c2nnn(-c3ccccc3OC)c2N)cc1OC	-5	10
CC(C)c1cc(C2CCCN2C(=O)C2CC2)no1 (stereo not given)	2	-1
Cc1cccc(C=C2Oc3c(ccc(O)c3CN3CCCC3)C2=O)c1	-10	0

# The list goes on:
# Every second line gives: Pf apPOL inh	mHTT-CaM PPI inh
CCN1C(=O)Cc2ccccc2C1C(=O)NCC1CCCO1 (stereo not given)
    2	-7
CC(C)CN1C(=O)c2ccc(C(=O)c3cccc([N+](=O)[O-])c3)cc2C1=O
    0	6
O=C(NCCc1ccccn1)c1ccnc(N2CCNC(c3ccccc3)C2)c1 (stereo not given)
    -7	0
O=C1NC(=O)C2(CCN(S(=O)(=O)c3ccccc3Cl)CC2)N1
    -3	-12
c1cc(-c2noc(CC3CCCCC3)n2)ccn1
    -4	-20
COc1cc(-c2nc(C=Nc3ccc(C)c(Cl)c3)c(O)o2)cc(OC)c1OC
    0	-1
CSc1nn(-c2ccccc2)cc1-c1nc(C23CC4CC(CC(C4)C2)C3)cs1
    4	/
Brc1ccc(C2NCCc3c2[nH]c2ccccc32)cc1 (stereo not given)
    3	20
O=C(O)CCCC(=O)Nc1cccc(Cl)c1
    8	0
Cc1cc([N+](=O)[O-])ccc1NC(=O)Cc1ccc(F)cc1
    8	-2
Cc1sc2c(=O)n(C3CC3)cnc2c1C(=O)NCCC(C)C
    0	0
CC(C)NC(=O)c1ccc(-c2nc3cccnc3n(C3CCCC3)c2=O)cc1
    4	-1
CCc1ccc(NC(=O)N2CCC(N3CCN(Cc4ccccc4)C3=O)CC2)cc1
    -2	-1
COc1ccc(C(=O)Nc2ccc(S(=O)(=O)Nc3nccc(C)n3)cc2)cc1OC
    -9	-1
CC(C)(C)c1ccc(NC(=O)NCCn2ncccc2=O)cc1
    -3	2
COc1ccc(CC(=O)O/N=C(\N)c2ccncc2)cc1
    0	i
O=C(Cn1nc2n(c(=O)c1=O)CCN2c1ccc(F)cc1)NCc1ccc2c(c1)OCO2
    -10	-5
CCCCN1CCCCC1c1nc(C(C)C)no1 (stereo not given)
    -2	-11
COc1ccc(N2CC(C(=O)Nc3ccc(NC(C)=O)cc3)CC2=O)cc1 (stereo not given)
    -12	0
Cc1ccc(C)c(N2CCN(C(=O)Cc3c(C)[nH]c(=O)[nH]c3=O)CC2)c1
    -7	-8

# Every second line gives: Pf apPOL inh	mHTT-CaM PPI inh
CCC(NC(=O)c1cc(C)oc1C)c1ccccc1 (stereo not given)
    -3	4
O=C(O)c1ccc(Cl)c(S(=O)(=O)NCc2ccccc2)c1
    -2	0
CC1(C)CC2CC(C)(CN2C(=O)c2cccs2)C1 (stereo not given)
    3	-5
CCCC(=O)Nc1ccc(OC(C)C)cc1
    3	-3
Clc1ccccc1-n1ncc2c(NCCCn3ccnc3)ncnc21
    -3	-2
CN(CCCNC(=O)C1CCCN(C(=O)c2cccc(Cl)c2)C1)c1ccccc1 (stereo not given)
    2	36
O=C1OC(/C=C/c2ccc(Cl)cc2)=NC/1=C/c1cccc(F)c1
    -2	6
N#Cc1c(N=Cc2ccccc2OCC(=O)O)sc2c1CCCC2
    -1	4
Cc1ccc(N2CCC(NC(=O)Nc3cccc(Br)c3)C2=O)cc1 (stereo not given)
    -2	-10
COc1ccc(Nc2c(C(=O)N3CCCCC3)cnc3nc(C)ccc23)cc1
    -3	2
CCCc1c(C)c2ccc(OCc3cccc(Oc4ccccc4)c3)cc2oc1=O
    37	-10
Cc1nc2c(ccc3nc(NC(=O)c4c(F)cccc4F)sc32)s1
    10	5
COC(=O)COc1c(Br)cc(Br)cc1C(=O)OC
    -24	/
CS(=O)(=O)NC1CC2CC1CN2C(=O)Cc1ccccc1F (stereo not given)
    1	-2
O=C(c1ccc(Cl)cc1Cl)N1CCCN(C(=O)c2ccc(Cl)cc2Cl)CC1
    -2	10
COc1ccc(NC(=O)/C(=C/c2cccnc2)NC(=O)c2cccs2)cc1
    13	5
NS(=O)(=O)c1ccc(NC(=O)c2ccno2)cc1
    1	-15
O=CNc1ccccc1Oc1ccccc1
    -1	-4
COc1ccc(-c2cc(=O)c3cc(NC(C)=O)ccc3o2)cc1OC
    -4	36
CN(C(=O)CCN1C(=O)c2ccccc2C1=O)C1CCCCC1
    -1	1

# 6 records picked at random from the list so far, as already listed:
# Every second line gives: Pf apPOL inh	mHTT-CaM PPI inh
COC(=O)COc1c(Br)cc(Br)cc1C(=O)OC
    -24	/
COc1ccc(NC(=O)/C(=C/c2cccnc2)NC(=O)c2cccs2)cc1
    13	5
O=CNc1ccccc1Oc1ccccc1
    -1	-4
CC1(C)CC2CC(C)(CN2C(=O)c2cccs2)C1 (stereo not given)
    3	-5
CCC(NC(=O)c1cc(C)oc1C)c1ccccc1 (stereo not given)
    -3	4
Cc1nc2c(ccc3nc(NC(=O)c4c(F)cccc4F)sc32)s1
    10	5

# Further results follow.
# Every second line gives: Pf apPOL inh	mHTT-CaM PPI inh
Cc1nc(-c2cnccn2)[nH]c(=O)c1C
    -12	71*
O=C(CSc1ncnc2sc3c(c12)CCCC3)c1ccco1
    8	-6
COc1ccc(C(=O)N2CCC(c3noc(N)c3C)CC2)c(OC)c1
    -5	13
Cc1ccc(NC(=O)N2CCCC2c2cc(C(C)C)no2)cc1C (stereo not given)
    -3	-6
CN(C)C(=O)NC(Nc1ccccc1)C(Cl)(Cl)Cl (stereo not given)
    0	2
CC(C(=O)NCCc1ccc(Cl)cc1)C1Sc2ccccc2NC1=O (stereo not given)
    0	2
O=C1S/C(=C\c2cccs2)C(=O)N1c1cccc(Cl)c1
    -4	20
NNc1ncnc2sc3c(c12)CCC3
    -3	100*
COc1cc2c(cc1OC)C(COc1ccc3c(C)cc(=O)oc3c1)N(C(C)=O)CC2 (stereo not given)
    1	4
CC(CCc1ccccc1)Nc1cc(N2CCN(S(C)(=O)=O)CC2)ccc1[N+](=O)[O-] (stereo not given)
    -5	12

# 3 entries from above, sorted by length of the SMILES, largest number first:
# Every second line gives: Pf apPOL inh	mHTT-CaM PPI inh
CN(CCCNC(=O)C1CCCN(C(=O)c2cccc(Cl)c2)C1)c1ccccc1 (stereo not given)
    2	36
CN(C(=O)CCN1C(=O)c2ccccc2C1=O)C1CCCCC1
    -1	1
N#Cc1c(N=Cc2ccccc2OCC(=O)O)sc2c1CCCC2
    -1	4
